BoNT F protease = BoNT F light chain protease inhibition; Multiplex microsphere protease cleavage assay, flow cytometry; inhibition, % at 10 µM; 360,000 compounds, 0.22% hits; AID 588497; in the data active means inhibition above about 35%, passing the limit was not always enough; inconclusive means no clear call, values can overlap the other calls; further: plate controls were buffer without enzyme for full effect and enzyme alone for no effect
BoNT-A LC inh2 = blocks Botulinum neurotoxin A light chain protease. multiplex microsphere protease substrate cleavage, flow cytometry. inhibition, % at 10 µM. 360,000 compounds, 0.17% hits; in the data active means inhibition above about 30%; inconclusive means no clear call, values can overlap the other calls; further: plate controls were buffer without enzyme for full effect and enzyme alone for no effect
FadD28 FP inh = inhibitors of Mycobacterium tuberculosis FadD28 bisubstrate binding; FadD28 bisubstrate probe binding, fluorescence polarization; inhibition, % at 12.5 µM; AID 588549; 360,000 compounds, 0.22% hits; in the data active means inhibition above about 8.5%, passing the limit was not always enough; inconclusive means no clear call, values can overlap the other calls
PrPC TRFRET = reduces human prion protein on the cell surface | 370,000 compounds, 0.43% hits | inhibition, % at 13.8 µM | cell surface PrPC, TR-FRET read-out | P04156; in the data active means inhibition above about 24%; further: 0% = median of the test wells and 100% = reference compound wells
BioA inh = BioA (M. tuberculosis) enzyme inhibition; 360,000 compounds, 0.096% hits; AID 602481; purified M. tuberculosis BioA enzyme, plate reader; inhibition, % at 9.99 µM; in the data active means inhibition above about 40%; inconclusive means no clear call, values can overlap the other calls
CCHFV vOTU inh = blocks the CCHF virus ovarian tumor domain protease | AID 651958 | 370,000 compounds, 0.55% hits | inhibition, % at 11.5 µM | CCHFV vOTU protease, Pep-AMC fluorescence; further: 0% = vehicle wells with enzyme and 100% = no enzyme wells
FBA Mtb inh = Mtb fructose-bisphosphate aldolase inhibition; P9WQA3; purified M. tuberculosis FBA, fluorescence read-out; 360,000 compounds, 2.3% hits; inhibition, % at 1 µM; in the data active means inhibition above about 27%;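 further: 0% = vehicle and 100% = reference inhibitor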
Target sequence (P9WQA3 whole entry, looked up): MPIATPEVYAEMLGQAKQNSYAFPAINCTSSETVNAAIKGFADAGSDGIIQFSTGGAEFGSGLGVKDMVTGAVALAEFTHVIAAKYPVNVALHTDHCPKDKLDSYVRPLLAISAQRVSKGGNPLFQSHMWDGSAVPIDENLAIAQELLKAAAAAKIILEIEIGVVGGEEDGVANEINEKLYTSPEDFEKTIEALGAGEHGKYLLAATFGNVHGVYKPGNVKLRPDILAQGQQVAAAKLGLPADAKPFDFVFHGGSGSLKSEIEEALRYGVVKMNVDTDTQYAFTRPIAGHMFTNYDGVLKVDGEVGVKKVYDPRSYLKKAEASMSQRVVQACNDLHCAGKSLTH
GDH-TPI counter = counter-screen for M. tuberculosis FBA inhibitors: GDH-TPI coupled enzymes. 360,000 compounds, 1.2% hits. AID 588335. GDH-TPI coupled enzyme counterscreen, NADH absorbance. inhibition, % at 4.8 µM;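 further: 0% = DMSO wells and 100% = wells lacking the enzyme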
Mtb UGM inh = Mtb UDP-galactopyranose mutase inhibition. purified UGM, fluorescence polarization probe displacement. inhibition, % at 10 µM. 320,000 compounds, 0.06% hits; in the data active means inhibition above about 10%, passing the limit was not always enough; inconclusive means no clear call, values can overlap the other calls
Target sequence (P9WIQ1 whole entry, looked up): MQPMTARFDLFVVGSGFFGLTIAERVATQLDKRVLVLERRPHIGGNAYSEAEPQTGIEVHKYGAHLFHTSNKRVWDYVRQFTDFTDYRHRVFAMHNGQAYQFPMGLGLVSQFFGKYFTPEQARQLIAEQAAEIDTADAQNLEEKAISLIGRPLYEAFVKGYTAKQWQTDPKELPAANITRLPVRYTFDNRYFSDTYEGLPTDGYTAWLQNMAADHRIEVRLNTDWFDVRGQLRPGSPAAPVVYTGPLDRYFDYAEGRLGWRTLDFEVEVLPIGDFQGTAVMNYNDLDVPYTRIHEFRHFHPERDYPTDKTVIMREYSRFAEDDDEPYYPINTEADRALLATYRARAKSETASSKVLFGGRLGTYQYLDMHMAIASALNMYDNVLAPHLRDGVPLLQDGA
* marks the source's active call; other numbers are inactive results; ? = inconclusive; / = no result given; + = active, no number; & = joins results of further samples. Unless noted, no stated cut-off is given here; in the data, active means inhibition above about 30%; inactive means the rest.

Molecule	BoNT F protease	BoNT-A LC inh2	FadD28 FP inh	PrPC TRFRET	BioA inh	CCHFV vOTU inh	FBA Mtb inh	GDH-TPI counter	Mtb UGM inh
CCN(Cc1ccc(OC)c(F)c1)C(C)C(=O)Nc1ccc(S(=O)(=O)N2CCCC2)cc1 (configuration not stated)	-5	-2.5	-1.3	7	/	4	2	5	-0.2
Cc1ccn2c(C(=O)N/N=C\c3ccccc3[N+](=O)[O-])c(C)nc2c1	3	2.1	-2.8	-29	0.1	17	9	44*	-3.5
Cc1ccc(NC(=O)Cn2cccc2)cc1	-3	-0.6	-1.1	0	/	-1	1	1	-0.7
CCOc1ccc(N2C(=O)Nc3ccccc3C2(O)C(=O)NCc2ccc(C)cc2)cc1 (configuration not stated)	3	-0.2	-2.8	3	/	-10	-1	-8	-0.6
COc1ccc(NC(=O)Nc2cccc3c2O[C@H](CN(C)S(=O)(=O)c2ccc(OC)cc2)[C@@H](C)CN([C@H](C)CO)C3=O)cc1	-3	-0.2	-3.3	-1	0.5&1.7	2	-1	4	-2.9
COCC(=O)Nc1ncc(S(=O)(=O)c2ccc([N+](=O)[O-])cc2)s1	3	-0.4	1.1	-4	/	-2	7	7	-2.3
Cc1c(CC(=O)O)c(=O)oc2cc3c(cc12)CCC(C)(C)O3	16	1.7	-0.7	4	-1.0	-121	+	25	-0.3
Cc1cccc(NS(=O)(=O)c2ccc3[nH]c(=O)oc3c2)c1C	4	-0.3	0.3	10	-4.6	8	5	11	1.9
CCN1CCN(c2cc(C)c3cc(NC(=O)c4cccc(OC)c4)ccc3n2)CC1	-2	-0.7	-0.9	-9	0.3	-3	5	10	-2.2
Nc1nc(NCc2ccco2)nc(N2CCN(Cc3ccccc3)CC2)c1[N+](=O)[O-]	/	/	-2.8	1	4.8	1	1	8	-0.6
Cc1cc(Br)cn2c(Cc3ccsc3)c(-c3ccco3)nc12	-1	1.6	-1.5	30*	0.2	8	2	/	/
CCOC(=O)c1cnc2ccc(OCC)cc2c1NCc1cccnc1	-3	0.8	-3.4	-6	/	-5	6	-3	/
O=S(=O)(c1ccccc1Br)N1CCN(c2ncccn2)CC1	5	-1.0	-1.7	5	1.1	1	1	-5	-2.8
CCOc1ccc(NS(=O)(=O)c2ccc(C(=O)N3CC(C)OC(C)C3)cc2)cc1 (configuration not stated)	0	3.5	-1.0	9	0.3	6	6	6	1.7
C[C@]12CCC[C@H](O1)[C@H]([C@@H](O)c1ccccc1)O2	0	-0.6	-1.2	/	-1.6	/	1	11	-1.3
COc1ccccc1NC(=O)C1CCCN(C(=O)NCc2ccccc2)C1 (configuration not stated)	2	-0.3	-0.9	4	-0.8	4	-1	2	-1.9
CCN(C(=O)C(C)Sc1ccc(S(=O)(=O)N2CCOCC2)cn1)c1ccccc1 (configuration not stated)	-14	-1.7	-1.9	-7	-0.2	2	0	7	1.9
Cc1ccc(-c2ccc(C(=O)Nc3cccc(F)c3)o2)c2ccccc12	-7	0.0	-4.0	9	-1.0	6	19	15	-2.6
CC1CCN(CCCNC(=O)C2CCC(CNS(=O)(=O)c3cccc4nsnc34)CC2)CC1 (configuration not stated)	-1	0.8	3.6	-24	0.3	0	4	7	2.7
O=C(NC1CCC(O)CC1)c1ccccc1OCc1ccc(F)cc1 (configuration not stated)	0	0.3	-1.0	-2	-0.2	7	-4	-2	-1.8
COc1cc(OC)nc(Nc2nc(C(N)Cc3ccccc3)cs2)n1 (configuration not stated)	-12	-0.2	-3.3	-1	-0.1	1	0	2	/
Cc1ccccc1CNCc1cccnc1	1	-0.1	-0.5	5	/	14	0	9	1.6
COc1cc2oc(=O)c(CC(=O)N3C[C@H]4C[C@@H](C3)c3cccc(=O)n3C4)c(C)c2cc1Cl	-2	0.1	-2.7	-5	-0.4	-40	45*	20	/
CC(C)(C)C(=O)Nc1c2c(nn1-c1ccccc1)CSC2	/	/	-1.1	-3	-5.5	-11	3	-4	-0.4
N#CCCN(C(=O)Nc1ccccc1)C1CCCCC1	-3	-0.1	-2.8	-1	0.1	4	-2	-4	/
Cc1ncoc1C(=O)Nc1ccccc1C(N)=O	-2	-0.4	-0.4	2	-0.6	0	2	0	-0.3
CC1CCN(S(=O)(=O)c2ccc(NC(=O)CSc3nnnn3C)cc2)CC1	-1	-0.7	-4.1	-1	-3.2	-7	1	-4	-0.2
CSc1ccc(CNC(C)(C)CO)cc1	-12	-0.7	-0.4	-1	-2.0	-7	0	-1	0.4
CC(C)N(C(=O)CN1C(=O)NC2(CCCCCC2)C1=O)C(C)C	0	0.9	-0.5	-13	/	5	7	7	-3.0
CC(c1nccs1)N(C)C(=O)c1ccc(OC2CCN(CCc3ccccc3)CC2)cc1 (configuration not stated)	-3	-2.8	-0.9	-9	0.7	-1	-1	-2	-0.4
Cc1ccc(C(=O)N2CCN(Cc3nc4sc5c(c4c(=O)[nH]3)CCCC5)CC2)cc1	-33	-2.3	-2.8	-8	-1.4	9	0	7	-2.5
COc1cccc(C2(O)CCN(C(=O)C(C)C)CC2)c1	-4	1.0	-0.3	-3	-1.8	-15	3	6	-1.2
CC(C)[C@H]1COCCS(=O)(=O)N1Cc1cccc(Cl)c1	-4	0.2	-18	1	0.9	13	-5	-3	0.3
COc1cccc(OC)c1C(=O)N1CCN(C(=O)c2ccc(-c3ccccc3)cc2)CC1	6	1.7	-0.9	1	-0.2	-6	3	8	1.4
Cc1nc(SCC(=O)NC2CCCCC2)[nH]c(=O)c1C	-4	0.9	-1.6	-2	/	-11	2	-2	-3.5
CCN(CC)CCNS(=O)(=O)c1ccc2c3c(cccc13)C(=O)N2	12	-0.8	1.2	-18	-1.1	-125	54*	9	0.6

Compounds above that contain a thiophene ring, fused or not:
Molecule	BoNT F protease	BoNT-A LC inh2	FadD28 FP inh	PrPC TRFRET	BioA inh	CCHFV vOTU inh	FBA Mtb inh	GDH-TPI counter	Mtb UGM inh
Cc1cc(Br)cn2c(Cc3ccsc3)c(-c3ccco3)nc12	-1	1.6	-1.5	30*	0.2	8	2	/	/
Cc1ccc(C(=O)N2CCN(Cc3nc4sc5c(c4c(=O)[nH]3)CCCC5)CC2)cc1	-33	-2.3	-2.8	-8	-1.4	9	0	7	-2.5

Next section:
Molecule	BoNT F protease	BoNT-A LC inh2	FadD28 FP inh	PrPC TRFRET	BioA inh	CCHFV vOTU inh	FBA Mtb inh	GDH-TPI counter	Mtb UGM inh
COc1ccc(N2CCN(C(=O)c3cc(=O)[nH]c4ccccc34)CC2)cc1	-5	-1.9	-0.5	9	/	-2	2	-2	0.4
O=C(COC(=O)c1ccc([N+](=O)[O-])cc1)Nc1cccnc1Cl	6	3.0	1.1	-8	-1.0	2	2	-5	-0.4
CC1=C(C(=O)OCc2ccccc2)C(c2cccnc2)c2c(n(C)c(=O)n(C)c2=O)N1 (configuration not stated)	-1&8	-0.2&0.9	0.4&-0.6	-5	1.0	-2	4&4	21&-1	4.0
Cc1cc(Br)c(NC(=O)COC(=O)CSc2nnc(-c3ccc(Cl)cc3)o2)c(Br)c1	-3	0.1	-3.9	2	/	-14	0	7	1.0
O=C1NN(c2ccccc2)C(=O)C1=Cc1ccccc1O	4	-0.3	1.8	5	-0.5	-7	2	17	/
COc1ccc(OC)c(C(c2nnnn2CC2CCCO2)N2CCN(C)CC2)c1 (configuration not stated)	-13	0.1	-0.4	6	-0.9	0	0	6	-0.3
Cc1ccc(NC(=O)C(=O)NCCCN2CCOCC2)c(C)c1	-4	0.1	-1.7	0	/	-8	-1	4	0.1
CN(C)c1nnc(-c2ccc(Cl)cc2)o1	-1	-0.5	-4.6	-4	/	-9	66*	-5	-0.8
Cc1cccc(OCc2nnc(SCC(=O)Nc3cccc(C(=O)N4CCOCC4)c3)n2C)c1C	-16	-0.5	-1.9	1	/	-2	1	-1	-1.9
CCOC(=O)c1c(NC(=O)C(=O)N/N=C/c2ccccc2OC)sc2c1CCCCC2	-5	-0.4	-1.2	-2	/	-17	2	5	/
CCCCC1(C)NC(=O)N(CC(=O)N2CCc3ccccc32)C1=O (configuration not stated)	-5	-1.0	-4.1	-8	-0.1	3	-2	8	-0.7
Cc1nn(-c2ccccc2Cl)c(Cl)c1/C=C(\C#N)C(N)=O	-6	-0.6	-2.8	-10	/	-9	0	4	0.5
Cc1ccc(CNC(=O)c2ccc(Cn3cc(-c4ccc(C)cc4)nc3-c3ccncc3)cc2)cc1	-2	0.0	-1.7	0	-1.5	4	5	-2	0.3
O=C(NC1CCCCCC1)c1cccnc1Sc1ccc(Cl)cc1	7	1.2	-2.0	2	-2.2	-8	-2	7	2.6
COCc1nnc(NC(=O)c2ccccc2Oc2ccccc2)s1	-11	-2.0	-0.6	4	-2.0	1	73*	8	-0.6
COCCNC(=O)CCC1CCN(Cc2ccc(-c3ccccc3)cc2)CC1	?	?	-0.4	-12	-1.2	1	2	10	-0.3
COc1ccccc1CNC(=O)c1[nH]c(C)c(C(C)=O)c1C	-8	-0.3	-4.0	-1	-1.7	-4	-2	-13	0.0
Cc1cn(C2OC(COC(=O)c3ccccc3)C(OC(=O)c3ccccc3)C2OC(=O)c2ccccc2)c(=O)[nH]c1=O (configuration not stated)	0	?	-2.6	-5	1.0	5	3	8	/
Cc1ccc2[nH]c(=O)c3cc(C(=O)N(C)c4ccccc4C)sc3c2c1	-7	-0.7	-1.1	-7	-1.2	3	-5	6	-0.7
O=C(CSc1nnc(-c2ccccc2O)n1Cc1ccccc1)NNC(=O)c1ccccc1O	-4	-0.1	-0.6	0	/	12	8	15	1.1
C=CCSc1nsc(NC(=O)Nc2cccc(C(C)=O)c2)n1	?	-2.6	1.0	5	0.7	-10	2	6	2.3
CCCCn1nc(NS(=O)(=O)c2cccc3nonc23)c2cc3cccc(C)c3nc21	0	-0.4	2.7	4	1.6	8	-4	-3	-0.8
Cc1cc(=O)n2[nH]c(NCc3ccccc3F)nc2n1	1	-0.1	-4.1	0	-1.3	14	6	-8	2.4
Cc1ccc(-c2cc(C(=O)O)c3sc(N4CCCCC4)nc3n2)cc1	-6	0.3	-4.5	-2	/	-173	163*	14	0.6
CC(=O)c1ccc(NC(=S)Nc2ccc3[nH]c(=O)[nH]c3c2)cc1	-2	0.1	-2.3	6	-0.2	12	1	11	1.8
CCOC(=O)C1CCN(C(=O)CCS(=O)(=O)Cc2ccccc2)CC1	13	-0.4	-1.4	-3	-0.6	16	3	-10	3.3
COc1cccc(CNC(=O)C2(C)CCCCN2C)c1 (configuration not stated)	4	-0.4	-2.3	0	2.1	-3	3	12	/
CCOc1ccccc1N1CCN(S(=O)(=O)c2ccc3c4c(cccc24)C(=O)N3)CC1	5	1.5	-3.2	-11	0.2	5	-4	20	3.4
COc1cc(CNC(=O)CCC(=O)N2C[C@H]3C[C@H](C2)c2cccc(=O)n2C3)cc(OC)c1OC	6	-0.5	-2.8	-3	-0.7	-3	1	-3	0.0
O=S(=O)(/N=C(/Nc1ccccn1)c1ccccc1)c1ccc(F)cc1	-1	0.8	0.2	5	2.3	15	4	-1	-3.6
CC1CCN(S(=O)(=O)c2ccc3c(c2)oc(=O)n3CC(=O)NCc2ccc3c(c2)OCO3)CC1	-5	-0.1	1.6	3	1.5	5	6	8	1.1
Cc1ccc(C)c2c3c([nH]c12)-c1nonc1CC3	-4	-0.3	1.6	-1	1.6	16	2	22	-0.6
Cc1ccc(NC(=O)CN(C)C(=O)Cn2nnc(-c3ccccc3C)n2)cc1	-5	-0.3	0.9	7	0.2	-4	2	3	2.3
CCC(COC(C)=O)Nc1nc2c([nH]1)c(=O)n(C)c(=O)n2C (configuration not stated)	-6	-0.8	-0.3	-2	/	-7	1	-2	0.7
Cc1ncc(S(=O)(=O)c2ccc(Cl)cc2)c(-c2ccccc2)n1	9	-0.4	-0.8	-2	1.2	-10	-1	-4	3.1
COc1ccc(Nc2nc(NN)nc(Nc3ccc(OC)cc3)n2)cc1	-56	-2.1	-2.0	10	-0.6	-11	1	1	2.9

Compound activity from PubChem BioAssay.
